EPAC2 agonist = activates human EPAC2 exchange factor. Q8WZA2. EPAC2 activation, biochemical qHTS; response scale: 100% = 6.5 mM cAMP response. Potency, µM (doses to about 154 µM), for inactives: top-dose activation, usual class: activators. hit rate 0.079% among 360,000; also: potency is read from the fitted curve at half-maximal effect; nearly all actives have a fitted effect of over 50% in size
Target sequence (Q8WZA2 whole entry, looked up): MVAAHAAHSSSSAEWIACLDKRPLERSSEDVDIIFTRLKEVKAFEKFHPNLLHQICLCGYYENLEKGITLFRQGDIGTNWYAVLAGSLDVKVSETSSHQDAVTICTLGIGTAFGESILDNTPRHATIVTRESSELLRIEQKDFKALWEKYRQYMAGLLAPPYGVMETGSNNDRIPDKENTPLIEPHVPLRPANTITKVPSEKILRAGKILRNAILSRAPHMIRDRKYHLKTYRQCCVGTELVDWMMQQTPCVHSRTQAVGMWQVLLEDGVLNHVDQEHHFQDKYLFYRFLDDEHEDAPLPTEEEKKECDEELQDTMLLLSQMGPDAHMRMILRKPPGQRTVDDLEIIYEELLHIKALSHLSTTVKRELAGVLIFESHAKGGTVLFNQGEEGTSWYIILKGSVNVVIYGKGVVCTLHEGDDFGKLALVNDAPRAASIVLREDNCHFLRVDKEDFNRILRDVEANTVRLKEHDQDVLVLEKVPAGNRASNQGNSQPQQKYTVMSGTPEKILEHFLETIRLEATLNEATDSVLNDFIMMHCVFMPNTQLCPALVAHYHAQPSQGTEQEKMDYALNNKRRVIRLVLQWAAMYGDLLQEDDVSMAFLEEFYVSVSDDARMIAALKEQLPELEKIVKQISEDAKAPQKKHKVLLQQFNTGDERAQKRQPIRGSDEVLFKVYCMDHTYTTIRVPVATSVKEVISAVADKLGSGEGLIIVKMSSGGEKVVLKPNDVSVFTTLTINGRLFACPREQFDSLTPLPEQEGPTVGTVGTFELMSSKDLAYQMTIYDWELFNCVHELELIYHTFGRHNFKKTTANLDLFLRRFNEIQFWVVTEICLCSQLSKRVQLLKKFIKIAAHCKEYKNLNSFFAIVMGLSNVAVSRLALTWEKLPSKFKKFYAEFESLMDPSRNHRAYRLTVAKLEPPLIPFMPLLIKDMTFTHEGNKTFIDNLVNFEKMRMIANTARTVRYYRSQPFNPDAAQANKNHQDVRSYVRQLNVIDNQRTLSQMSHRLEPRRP
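Guanine nucleotide exchange by EPAC2 is measured as reduced fluorescence of BODIPY-GDP once it is released from 250 nM Rap1B. Plates are read kinetically for 30 min at room temperature; results are scaled to 6.5 mM cAMP.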
TGFb SMAD3 inh = inhibitors of TGF-b signaling. Potency, µM (top dose mostly 46.1 µM), for inactives: at the top dose activity, negative = inhibition, hits mostly inhibitors. hit rate 1.2% among 410,000. HepG2 CAGA-GFP TGF-b/SMAD3 reporter, GFP fluorescence, 18 h; TGF-beta stimulated, 500 pg/mL final. AID 588855; also: potency is read from the fitted curve at half-maximal effect; % is scaled to controls: 0 for no effect and ±100 for the full control effect; nearly all actives have a fitted effect of over 65% in size
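HEPG2 CAGA-GFP reporter cells (1000/well, DMEM with 1% FBS) received compounds, then recombinant TGF-beta at 500 pg/mL final for 18 hours at 37 degrees C. Per-cell GFP summed per well was normalised to unstimulated and stimulated DMSO controls before curve fitting.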
A549 viability = counter-screen for Nrf2 inhibitors: cytotoxicity in A549 cells; A549 ARE-Fluc cells, CellTiter-Fluor viability, 18-24 h; Potency, µM (series often up to 46 µM), inactives show at the highest dose activity change, negative = cytotoxicity, usual class: inhibitors; hit rate 0.16% among 390,000; also: potency is read from the fitted curve at half-maximal effect; % is scaled to controls: 0 for no effect and ±100 for the full control effect
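A549 ARE-Fluc cells in 5% FBS OPTI-MEM, 5000 cells/well, rested 2 h then exposed to compounds in concentration-response for 18-24 h at 37 °C. Viability by CellTiter-Fluor fluorescence (Ex 405/Em 525) after 30 min; luciferase luminescence (BugLite, 15 min, RT) read afterwards.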
Nrf2 ARE act = activators of Nrf2 (ARE) signaling | AREc32 ARE-luciferase reporter (MCF7-derived line), luminescence, 24 h | Potency, µM (series often up to 46.1 µM), inactives show top-dose activation, most hits filed as activators | hit rate 0.31% among 410,000 | AID 624171; also: potency is read from the fitted curve at half-maximal effect; % of control where 0% means no effect; nearly all actives have a fitted effect of over 65% in size
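Reporter line AREc32 (ARE-Fluc), seeded overnight in OPTI-MEM with 5% FBS; compound pin-transferred, 24 hr at 37 deg C, 5% CO2; luminescent read-out.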
S2 tox = viability counter-screen for ATXN expression inhibitors; S2 cells (HEK-293 line with an ATXN2-luciferase reporter) viability, CellTiter-Fluor protease fluorescence, 24 h; Potency, µM (series often up to 56.7 µM), actives largely listed as cytotoxic; hit rate 0.49% among 400,000; also: potency is read from the fitted curve at half-maximal effect; nearly all actives have a fitted effect of over 40% in size
HepG2 tox = counter-screen for TGF-b inhibitors: cytotoxicity in HepG2 cells. AID 588856. HepG2 CAGA-GFP viability, ATP luminescence, 18 h. Potency, µM (top dose mostly 46.1 µM), inactives show at the top dose activity change, negative = cytotoxicity, hits mostly cytotoxic. hit rate 0.76% among 410,000; also: potency is read from the fitted curve at half-maximal effect; some results filed as inactive show a strong effect at the top dose
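HepG2 CAGA-GFP cells (1000/well, DMEM with 1% FBS) received compound, then TGF-beta at 500 pg/mL final, and were incubated 18 hours at 37 degrees C. Viability was read by CellTiter-Glo luminescence. Media-only wells were set as complete cell-killing and DMSO as no toxicity.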
Nrf2 inh = Nrf2 pathway inhibition; hit rate 2.1% among 360,000; Potency, µM (top dose mostly 46 µM), without a hit: at the top dose activity change, negative = inhibition, usual class: inhibitors; A549 ARE-Fluc reporter, luciferase luminescence, 18-24 h; AID 504444; also: potency is read from the fitted curve at half-maximal effect; % is scaled to controls: 0 for no effect and ±100 for the full control effect; nearly all actives have a fitted effect of over 60% in size
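A549 ARE_Fluc cells (5000/well, 5% FBS OPTI-MEM) pre-incubated 2 h, then treated with compounds 18-24 h at 37C/5% CO2 in concentration-response. CellTiter-Fluor viability read first; BugLite luciferase luminescence after 15 min at room temperature gives Nrf2 activity.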
IL2 activator = activators of IL-2; activation, % (series mostly up to about 46 µM); IL-2 activation reporter assay, cell-based qHTS; stimulated with anti-CD3/CD4/CD28 beads; in transgenic mouse T cells; hit rate 0.065% among 360,000; in the data active = activation above about 50%; inconclusive = mostly about 30% to 49%; also: 0% is about no effect
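Quantitative HTS in unstimulated transgenic mouse T cells, with memory T cells as non-tolerant control and PMA/ionomycin as tolerance-bypass control. Compound pretreatment lasted 60 minutes before 18 h bead stimulation; EGFP/DsRed fluorescence read.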
ATXN2 expr inh = ATXN2 expression inhibition; HEK-293 ATXN2-luciferase reporter, luminescence, 24 h; Potency, µM (series often up to 57 µM), inactives show top-dose activity change, negative = inhibition, hits mostly inhibitors; hit rate 0.72% among 360,000; AID 1745845; also: potency is read from the fitted curve at half-maximal effect; % is scaled to controls: 0 for no effect and ±100 for the full control effect; nearly all actives have a fitted effect of over 55% in size
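ATXN2-luciferase reporter cells (luciferase flanked by upstream and downstream ATXN2 gene portions) were treated 24 h at 37 °C with compounds at up to 57 uM. SteadyGlo luminescence gave expression; GF-AFC fluorescence gave viability.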
Starred values were filed as active, the others as inactive; i = inactive; ? = inconclusive; / = not tested or not shown; & = joins results of further samples; [ ] = dose if it differs, or a comment. Unless noted, calls follow the shape of the dose curve; as a rule, active = well fitted curve in the direction sought with a large enough effect; inconclusive = small, poorly fitted or top-dose-only effect, or another doubt; inactive = no such curve, though single readings can be large; an effect the other way counts as inactive or inconclusive.

SMILES,EPAC2 agonist,TGFb SMAD3 inh,A549 viability,Nrf2 ARE act,S2 tox,HepG2 tox,Nrf2 inh,IL2 activator,ATXN2 expr inh
Cc1ccc(/C(O)=C2\C(=O)C(=O)N(C)C2c2ccccc2[N+](=O)[O-])cc1 (stereo not drawn),-1%,1%,2%,2.7%,?,11%,4%,-0.3,14%
CCc1nc(-c2ccccc2O)n(-c2ccccc2)n1,1%,-7%,4%,-0.5%,i,-5%,-25%,2.7,-3%
Cc1ccc(S(=O)(=O)CCC(=O)OCC(=O)Nc2cc(S(=O)(=O)N3CCOCC3)ccc2C)cc1,-4%,0%,-9%,0.1%,i,-8%,17%,-3.0,5%
Cc1ccccc1NS(=O)(=O)c1ccc2c(c1)NC(=O)CCS2,-2%,0%&2%,-1%&0%,3.3%&0.0%,?,-2%&-11%,?,-1.2,-3%&-17%
COc1ccccc1-c1noc(CSc2nc(C)cc(=O)[nH]2)n1,16%,-21%,-2%,0.0%,i,-9%,-4%,0.8,-15%
CCOC(=O)N1CCN(C(=O)/C(=C/c2ccc(OC)c(OC)c2)NC(=O)c2ccccc2)CC1,-1%,26%,-4%,0.5%,i,12%,-16%,0.3,-2%
O=C(Nc1ccccc1F)Nc1ccccc1OC(F)F,9%,-11%,1%,3.6%,i,-3%,17%,-1.9,4%
CCOc1cc(CNc2cccc3ccccc23)cc(Br)c1OCC(=O)NC(C)(C)C,2%,?,3%,0.0%,i,-2%,-19%,-2.4,9%
O=C(CS(=O)(=O)c1cn(Cc2ccc(Cl)cc2)c2ccccc12)N1CCCC1,-3%,-1%,-1%,3.1%,i,-4%,-3%,-2.7,-19%
Cc1noc(C)c1S(=O)(=O)Nc1ccc2c(c1)C(=O)N([C@@H](C)CO)C[C@@H](C)[C@@H](CN(C)CC1CCCCC1)OCCCC[C@@H](C)O2,11%,-2%,/,0.7%,?,-50%,/,-2.3,?
COC1OC(c2ccccc2)=C(c2cnc(N)nc2)c2ccc(F)cc21 (stereo not drawn),10%,/,/,-0.3%,i,/,/,-0.4,16%
Cc1ccc(C)c(C(=O)COC(=O)C(C)N2C(=O)C3C4CCC(C4)C3C2=O)c1 (stereo not drawn),10%,-6%,9%,0.3%,i,-7%,-3%,0.6,-4%
COc1ccc(-c2csc(=Nc3ccccc3)n2CCO)cc1,11%,-25%,-1%,3.4%,i,-7%,?,0.3,1%
CCOC(=O)CNS(=O)(=O)c1ccc(S(=O)(=O)N2CCCC2)cc1,-2%,-17%,-6%,-0.1%,?,4%,-14%,-2.2,3%
COCCN1C[C@@H](CO)O[C@@H](n2cnc3c(NCc4ccncc4)ncnc32)C1,12%,-23%,/,-0.5%,i,-39%,/,0.6,0%
CCOC(=O)c1ccccc1NC(=O)Cn1ccn2nc(-c3ccc(OCC)cc3)cc2c1=O,/,19%,1%,0.0%,i,1%,/,/,6%
O=C(CN1CCN(c2ccccc2)CC1)N1CCc2[nH]c3ccccc3c2C1,-1%,3%,-5%,0.2%,i,-26%,-22%,-1.1,-9%
Cc1ccc2c(c1)N(Cc1ccccc1)C(=O)C(C)S2 (stereo not drawn),6%,4%,/,-1.3%,i,-4%,/,2.6,0%
COc1cc(/C=N\Nc2nncn2N)ccc1OC(C)=O,-4%,?,11%,-2.0%,i,-94%,-3%,-2.8,-7%
O=C(Nc1ccc(Cl)c(C(F)(F)F)c1)NC1CC2CCCC(C1)N2C1CC1 (stereo not drawn),-6%,?,-8%,6.9%,i,-91%,-19%,-1.1,?
O=C1CSc2ccc(S(=O)(=O)NCc3ccccc3Cl)cc2N1,9%,0%,-5%,-0.5%,i,-3%,-8%,-0.3,/
CCCc1cc(-c2nc(N)ncc2-c2csc(C)n2)c(O)cc1OC,-3%,5%,6%,3.0%,?,7%,-3%,0.1,/
CC(C)C(=O)Nc1cccc(NC(=O)c2ccc([N+](=O)[O-])cc2Cl)c1,2%,3%,-1%,-0.5%,i,-2%,-6%,0.5,-1%
CCN(CC)C(=O)CSc1nnc(-c2cnccn2)n1-c1ccccc1,1%,4%,0%,-1.1%,i,4%,1%,-1.0,-4%
CN(c1cccc(NC(=O)Nc2ccc(Cl)cc2)c1)S(C)(=O)=O,-1%,?,-3%[1.84 µM],2.2%,i,-32%,?,-0.2,36%[activator]
CCOC(=O)C1CCN(C(c2cccc(F)c2)c2c(O)cc(C)n(Cc3ccco3)c2=O)CC1 (stereo not drawn),/,0%,1%,5.1%,/,-5%,/,/,/
COc1ccccc1NC(=O)Cn1c(=O)n(Cc2ccccc2)c(=O)c2c3c(sc21)CN(C(C)=O)CC3,/,3%,0%,0.4%,i,-4%,5%,/,2%
O=C(CSc1ccccc1)N1CCN(c2ccccn2)CC1,6%,-1%,14%,4.8%,i,-10%,10%,-1.1,21%
Cc1cc(C)n2cc(CSc3nnnn3-c3ccccc3)nc2n1,-2%,-4%,-4%,2.7%,i,3%,4%,-1.5,0%
O=C(Nc1nnc(SCc2ccc(F)cc2)s1)c1cccnc1Cl,1%,-6%,4%,0.2%,i,0%,-17%,-1.8,5%
Cc1ccccc1Oc1ccc2c(c1)[C@@H]1C[C@H](N(C)C(=O)c3cccnc3)[C@H]([C@H](C)O)C(=O)N1CC2,9%,3%,/,1.0%,?,-8%,/,-1.3,-6%
CC1(C(=O)NS(=O)(=O)c2ccccc2C(F)(F)F)CCN1C(=O)C1CCCCC1 (stereo not drawn),-2%,8%,/,-1.3%,i,9%,/,1.4,11%
O=C(CNC(=S)N(Cc1ccc(F)cc1)C1CCCCC1)NCC1CCCO1 (stereo not drawn),-2%,0%,1%,-0.6%,i,2%,4%,-1.2,-19%
Cc1nc2ccc(NC(=S)NC3CC3)cc2nc1C,8%,-3%,1%,3.4%,i,5%,17%,0.1,0%
COc1ccc2c(c1)CC(C(=O)Nc1ccc(Cl)cc1)/C(=N/O)O2 (stereo not drawn),7%,-4%,-1%,0.3%,i,-19%,-4%,5.8,-17%
CCOc1ccccc1N1CCN(CC(=O)Nc2nc(C)c(C(=O)N(C)C)s2)CC1,4%,6%,1%,0.1%,i,-9%,-9%,2.1,-1%
COc1ccccc1N/C(=N/S(=O)(=O)c1ccc(C)cc1)c1ccccc1,11%,22%,6%,-0.8%,/,51%,1%,-4.6,-20%
O=C1/C(=C\c2cccc(O)c2O)SC(=S)N1Cc1ccccc1,5%,?,-28%,0.6%,/,-60%,27%,-0.6,?
N#CCC1c2ccccc2CCN1C(=O)Nc1ccc(Cl)cc1 (stereo not drawn),6%,-21%,-2%[1.84 µM],-0.9%,i,-19%,7%,-2.1,-6%
COc1cc(NC(=O)C(C)N2CCN(C(=O)C3CC3)CC2)cc(OC)c1 (stereo not drawn),-1%,-3%,-4%,0.3%,i,-3%,-1%,0.5,5%
COc1cc(OC)cc(C(C(=O)NCc2ccccc2)N(Cc2ccco2)C(=O)c2ccno2)c1 (stereo not drawn),20%,3%,2%,2.7%,i,-26%,/,1.6,-20%
O=C(NCc1ccccc1Cl)C(=O)NCC(c1cccs1)S(=O)(=O)c1cccs1 (stereo not drawn),/,-3%,3%,6.8%,/,-21%,/,/,/
Clc1ccc(/C=N/N2CCN(Cc3ccccc3)CC2)cc1,10%,-19%,17%,6.8%,/,0%,12%,1.0,/
COc1cccc(NC(=S)NC(C)c2ccc(OC)c(OC)c2)c1 (stereo not drawn),14%,-2%,2%,2.2%,i,18%,-9%,-0.5,-17%
O=C(COC(=O)c1cnccn1)NC1CCCc2ccccc21 (stereo not drawn),2%,7%,-1%,-0.4%,i,-1%,8%,1.3,4%
COc1ccc(CNC(=O)Nc2ccc(C)cc2)cc1,13%,26%,3%,1.6%,i,3%,/,-0.2,17%
Cc1ccc2[nH]c3c(N4CCc5ccccc5C4)ncnc3c2c1,0%,?,-27%,8.6%,?,-51%,7.3µM*,-0.4,-26%
Cc1ccc(CN(C)C(=O)c2cccc(S(=O)(=O)N3CCCC3)c2)cc1,-1%,-26%,14%,-0.6%,i,-17%,0%,0.6,/
CCCCCCCCC(=O)N/N=C(\C)c1ccco1,-8%,6%,7%,?,i,0%,-2%,-2.6,2%
COc1ccc(C(=O)c2c(C)c(CCC#N)n3ccccc23)c(OC)c1,1%,18%,-2%,3.9%,i,1%,?,-0.4,8%
CCOC(=O)C1=CCN(S(=O)(=O)c2ccccc2Br)C1c1ccc(C)cc1 (stereo not drawn),18%,-14%,/,1.2%,i,-8%,/,0.1,-16%
S=C(NCC1CCCO1)Nc1ccc(Cl)cc1 (stereo not drawn),-3%,-3%,3%,0.4%,i,-10%,1%,-0.8,18%
COc1ccc(CN(C)CC(=O)Nc2ccccc2-c2ccccc2)c(OC)c1,11%,?,-12%,-0.5%,i,-1%,?,-3.0,-20%
O=C(Nc1ccc(F)cc1F)c1cccn1-c1ncc(C(F)(F)F)cc1Cl,8%,3%,15%,-0.8%,i,-6%,/,0.6,-14%

Outcome played no part in choosing rows; overall some 4.3% were active at least once.
